GalR3 antag = human GalR3 antagonism; O60755; actives 0.44% (n = 360,000); HEK293 GalR3-CNG cAMP membrane potential fluorescence; galR3 body fused to GalR1 C-terminus; inhibition, % at 3 µM;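 active = inhibition above the screen-wide average plus 3 SD, cut at about 13% in these data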;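 note: forskolin and galanin both at EC90 stimulate the cells; cAMP rise reported by CNG channel membrane potential dye signal; 0% = forskolin plus galanin with DMSO and 100% = forskolin alone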
IMP-1 inhibitor = blocks Pseudomonas aeruginosa IMP-1 metallo-beta-lactamase; purified IMP-1, nitrocefin hydrolysis, epi-absorbance fluorescence; inhibition, % at 5.6 µM; actives 0.45% (n = 290,000); AID 1556;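 active = inhibition above the mean plus 3 SD of all compounds in the same screening run, cut at about 4.5% in these data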;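 note: 0% = IMP-1 with DMSO and 100% = DMSO wells lacking enzyme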
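System: purified IMP-1 / Input: IMP-1 dispensed at 0.2 nM / Medium: 50 mM HEPES pH 7.1, 50 µM ZnSO4, 0.05% Brij 35 / Timing: 15 min enzyme–compound preincubation, then 25 min nitrocefin reaction, 25 °C / Technique: plate fluorescence quenching by hydrolysis product, ex 480/em 530 nm / Repeats: singlicate testing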
IDE act = activators of human insulin-degrading enzyme in cells | actives 0.073% (n = 340,000) | HEK cells, FAbeta-B cleavage, fluorescence polarization; 0% vehicle, 100% cell-free pure enzyme wells | AID 493087 | activation, % at 5.96 µM | P14735;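 active = activation above the mean of all tested compounds plus 3 SD, set per screening campaign, cut at about 17% in these data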
Target sequence (P14735 whole entry, looked up): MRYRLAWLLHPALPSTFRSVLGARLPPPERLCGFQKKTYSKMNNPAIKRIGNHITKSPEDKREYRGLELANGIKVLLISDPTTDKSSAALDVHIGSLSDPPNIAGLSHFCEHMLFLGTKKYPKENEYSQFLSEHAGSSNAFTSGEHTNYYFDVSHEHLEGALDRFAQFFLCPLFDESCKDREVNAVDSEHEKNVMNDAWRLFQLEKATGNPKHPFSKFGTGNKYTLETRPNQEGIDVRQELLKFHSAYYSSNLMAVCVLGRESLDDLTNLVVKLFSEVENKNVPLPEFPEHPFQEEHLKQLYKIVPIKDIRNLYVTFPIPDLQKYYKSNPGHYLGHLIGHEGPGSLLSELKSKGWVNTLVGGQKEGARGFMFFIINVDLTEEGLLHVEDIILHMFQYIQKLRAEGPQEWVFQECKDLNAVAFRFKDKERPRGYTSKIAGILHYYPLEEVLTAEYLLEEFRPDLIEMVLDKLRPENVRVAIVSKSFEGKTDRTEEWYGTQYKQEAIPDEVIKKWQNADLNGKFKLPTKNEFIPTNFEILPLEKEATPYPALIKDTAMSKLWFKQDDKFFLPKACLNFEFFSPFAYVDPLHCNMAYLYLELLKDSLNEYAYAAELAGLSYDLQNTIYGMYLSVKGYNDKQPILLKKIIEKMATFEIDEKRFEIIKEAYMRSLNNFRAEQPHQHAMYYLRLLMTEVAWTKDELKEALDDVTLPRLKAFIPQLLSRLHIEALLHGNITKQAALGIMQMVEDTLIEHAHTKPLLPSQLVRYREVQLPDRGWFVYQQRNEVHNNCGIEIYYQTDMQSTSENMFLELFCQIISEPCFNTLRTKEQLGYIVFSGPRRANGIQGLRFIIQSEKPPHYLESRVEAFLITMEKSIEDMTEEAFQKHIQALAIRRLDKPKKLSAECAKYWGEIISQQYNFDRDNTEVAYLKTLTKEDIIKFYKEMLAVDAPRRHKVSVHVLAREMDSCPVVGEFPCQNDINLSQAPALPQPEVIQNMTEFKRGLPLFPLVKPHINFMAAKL
HCV NS3 hel inh = HCV NS3 helicase inhibition; NS3 helicase DNA unwinding, Cy5 molecular beacon fluorescence; inhibition, % at 10.9 µM; actives 0.56% (n = 290,000); AID 1800;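 active = inhibition above the mean of all tested compounds plus 3 SD, set per campaign, cut at about 35% in these data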;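 note: 0% = DMSO wells and 100% = thioflavine S control wells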
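System: Hepatitis C virus NS3 helicase domain fragment enzyme | Reagent: Annealed dual-labelled DNA beacon duplex, ATP-started | Compound dosing: 10.9 µM single point, 0.8% DMSO | Incubation: 1 h reaction at 25 °C, ATP-initiated | Technique: Cy5 fluorescence | Evaluation: Percent inhibition from t60/t0 fluorescence ratio | Benchmarks: Low DMSO, high thioflavine S at 110 µM | Replication: Singlicate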
CRFBP-R2 block = blocks CRF-induced signaling of the CRF-BP/CRF-R2 complex; inhibition, % at 11.8 µM; HEK293 CRF-R2/CRF-BP, CRF-induced calcium fluorescence; actives 0.59% (n = 350,000);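 active = inhibition of the ligand-induced calcium signal above about 50% at the single tested concentration, limit read from the data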
pCIP destab = lowers stability of the mouse p/CIP coactivator protein; decrease of EGFP signal, % at 10 µM; actives 0.01% (n = 290,000); F442A p/CIP-EGFP cells, EGFP fluorescence, 16 h; Q05BA5;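 active = EGFP signal decrease of at least 30% at 10 µM or well 3 SD below plate mean, unless failing retest; inactive = the rest, including hits failing retest or dose response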; note: some compounds called inactive have numbers as strong as hits; many of its hits are not listed in these tables
VIM-2 inh = inhibitors of Pseudomonas aeruginosa VIM-2 metallo-beta-lactamase. purified VIM-2, nitrocefin hydrolysis, epi-absorbance fluorescence. inhibition, % at 5.6 µM. actives 0.89% (n = 290,000). AID 1527;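 active = inhibition above the mean of all tested compounds plus 3 SD, cutoff set per screening run, cut at about 7.5% in these data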;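 note: red hydrolysis product quenches plate fluorescence so inhibitors raise well fluorescence; 0% = enzyme with DMSO and 100% = DMSO without enzyme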
UBC9 SUMO inh = SUMOylation inhibition; P63279; HTRF SUMOylation assay, SAE1/SAE2 + UBC9, in vitro; inhibition, % at 35 µM; actives 0.36% (n = 290,000); in the data active = inhibition above about 50%, passing the limit was not always enough; note: strong numbers were not always called active
IDE cell inh = inhibitors of human insulin-degrading enzyme in cells | P14735 | HEK cells, FAbetaB cleavage, fluorescence polarization | inhibition, % at 5.59 µM | actives 0.41% (n = 320,000);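 active = percent inhibition above the average of all tested compounds plus 3 SD, set per screening campaign, cut at about 16% in these data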;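 note: IDE supplied by intact live HEK cells; FP after avidin binding of uncleaved biotin substrate so inhibition keeps polarization high; 0% = DMSO wells and 100% = 60 µM reference IDE inhibitor Ii1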
Starred values were filed as active, the others as inactive; . = no result given. This is a random part of the collection. Share with any hit: about 3.2%.

Every second line gives: IDE cell inh, CRFBP-R2 block, IMP-1 inhibitor, UBC9 SUMO inh, GalR3 antag, VIM-2 inh, pCIP destab, IDE act, HCV NS3 hel inh
Cn1c(SCC(=O)Nc2ccc(N3CCOCC3)cc2)nnc1C1CC1
→ -1, -5, ., ., -7, ., ., 3, .
Cc1cc(NC(=O)c2cccc(S(=O)(=O)Nc3cccc(C(=O)O)c3)c2)no1
→ -3, 5, 0.8, 18, -1, 1.4, -5, -7, 18
O=CN1CCN(c2c([N+](=O)[O-])c(=O)oc3ccccc23)CC1
→ 2, -14, 0.2, 20, -11, -1.0, 4, 1, -12
Cc1ccc(C)c(N2CCN(C(=O)c3ccc4nc(-c5ccco5)c(-c5ccco5)nc4c3)CC2)c1
→ 0, -54, 0.2, -3, 3, -2.4, 7, -2, 37*
COc1ccc(CNC(=O)COc2cc(O)c3c(c2)OC(C)(C)CC3=O)c(OC)c1
→ -2, -3, -1.5, 2, 0, -1.6, -4, 4, -8
CSCCC(NC(=O)c1ccc(C(C)(C)C)cc1)C(=O)OCC(=O)N1CCCC1=O (stereo not given)
→ -1, 7, ., ., -2, ., ., 2, .
O=[N+]([O-])c1cccc(/C=C/C=N/Nc2nc(N3CCCCC3)nc(N3CCCCC3)n2)c1
→ 3, 2, -0.2, 3, -6, 0.3, -6, 7, -3
Cc1cc(NC2CCCCC2)n2c(n1)nc1ccccc12
→ 2, 3, -2.4, 29, -2, 5.8, 9, -2, 9
Cc1ccc(NC(=O)CCC(=O)NNC(=O)COc2ccccc2)cc1C
→ 3, 12, -5.7, 8, -3, -0.4, -6, 1, 11
CC(Nc1ccnc2cc(Cl)ccc12)c1ccc(S(N)(=O)=O)cc1 (stereo not given)
→ 7, -4, -3.9, 2, -10, -2.4, -10, -3, 12
N#Cc1c(N)n(CCCN2CCOCC2)c2nc3ccccc3nc12
→ 9, -1, -1.6, 31, -5, 4.3, -7, 1, 2
Cc1cc(C)nc(SCc2ccc3nonc3c2)n1
→ -5, -3, -2.2, 10, -4, -4.5, 26, -9, 0
C/C(=N/NS(=O)(=O)c1ccc(C(C)(C)C)cc1)c1ccc2c(c1)OCO2
→ ., -16, -1.9, -12, 0, -1.6, -3, 4, -8
COc1ccc(C2=NS(=O)(=O)N(C)C(C(=O)N(C)Cc3ccccc3)=C2)cc1
→ 1, -8, -3.5, 3, ., -0.5, -9, 4, -22
COc1ccc(C2CC(c3ccccc3)=NN2C(=O)CSc2ncccn2)cc1 (stereo not given)
→ 4, 37, 0.5, 5, 6, 0.6, -24, 2, 5
COc1ccc(/C(C)=N/Nc2ccc(C(=O)O)cc2)cc1OC
→ 4, -4, -2.5, 3, -7, -2.8, -13, 1, -1
CCCS(=O)(=O)N1CCCC(C(=O)Oc2ccccc2Cl)C1 (stereo not given)
→ 0, 6, -3.5, 3, -9, -0.9, -2, 2, -5
CN1CCN(C(=O)CCC(=O)NCc2ccc(F)cc2)CC1
→ -2, 12, -2.5, 17, -8, 1.2, -10, -1, -2
CC1CC(=O)C2=C(C1)Nc1ccccc1N(C(=O)COc1ccccc1)C2c1ccco1 (stereo not given)
→ 3, -10, -0.1, 8, -7, -1.4, 3, 7, 0
COc1ccc(C(=O)SC2=NCCS2)cc1OC
→ -4, -7, -2.2, 24, -4, -1.0, -7, 3, 3
COc1ccc(C(=O)NCC(=O)N/N=C/c2ccco2)cc1OC
→ 5, -3, 2.0, -6, -7, 1.9, -14, -2, -1
COCc1nnc(NC(=O)CCCOc2ccccc2OC)s1
→ -4, -14, -1.9, 14, -5, 0.5, -2, 2, 8
Cc1ccccc1N1CCN(Cc2cc3c(cc2[N+](=O)[O-])OCO3)CC1
→ -1, 10, -0.3, 15, -8, 1.3, -1, 2, 17
Nc1sc(-c2ccccc2)cc1-c1n[nH]c(=S)n1C1CCCCC1
→ -4, -10, -4.3, -2, -3, -2.8, -6, ., 3
CC1(c2nnc(-c3cccc(Cl)c3)o2)CC(c2ccc(C#N)cc2)=NO1 (stereo not given)
→ 0, -12, ., ., -6, ., ., -1, .
CC(=O)Nc1ccc(S(=O)(=O)NCC(=O)NNC(=O)COc2c(C)cccc2C)cc1
→ 1, 3, ., ., 1, ., ., 6, .
Cc1sc2nc(Cc3ccccc3)[nH]c(=O)c2c1-c1ccccc1
→ 6, -9, -1.0, 0, 5, -3.2, 3, 3, -2
O=C(NCCc1ccccc1)c1cc(S(=O)(=O)N2CCCC2)ccc1F
→ -2, 1, 2.2, 4, -8, 1.7, -7, 4, 19
Cc1ccc(NC2=C/C(=N\S(=O)(=O)c3cccs3)c3ccccc3C2=O)c(C)c1
→ 6, 42, -4.2, 18, ., -3.6, ., 6, -7
COC(=O)[C@H](Cc1ccccc1)NC(=O)NCc1ccccc1
→ 1, -4, -6.0, 14, 2, -5.5, -8, -6, 8

Reprinted at random: 4 records from the list, in no set order.
Every second line gives: IDE cell inh, CRFBP-R2 block, IMP-1 inhibitor, UBC9 SUMO inh, GalR3 antag, VIM-2 inh, pCIP destab, IDE act, HCV NS3 hel inh
Nc1sc(-c2ccccc2)cc1-c1n[nH]c(=S)n1C1CCCCC1
→ -4, -10, -4.3, -2, -3, -2.8, -6, ., 3
CC1CC(=O)C2=C(C1)Nc1ccccc1N(C(=O)COc1ccccc1)C2c1ccco1 (stereo not given)
→ 3, -10, -0.1, 8, -7, -1.4, 3, 7, 0
Cc1cc(C)nc(SCc2ccc3nonc3c2)n1
→ -5, -3, -2.2, 10, -4, -4.5, 26, -9, 0
Cc1ccc(NC(=O)CCC(=O)NNC(=O)COc2ccccc2)cc1C
→ 3, 12, -5.7, 8, -3, -0.4, -6, 1, 11

Ordered by count of non-hydrogen atoms (lowest first): some entries from above
Every second line gives: IDE cell inh, CRFBP-R2 block, IMP-1 inhibitor, UBC9 SUMO inh, GalR3 antag, VIM-2 inh, pCIP destab, IDE act, HCV NS3 hel inh
COc1ccc(/C(C)=N/Nc2ccc(C(=O)O)cc2)cc1OC
→ 4, -4, -2.5, 3, -7, -2.8, -13, 1, -1
COc1ccc(C(=O)NCC(=O)N/N=C/c2ccco2)cc1OC
→ 5, -3, 2.0, -6, -7, 1.9, -14, -2, -1
CC(=O)Nc1ccc(S(=O)(=O)NCC(=O)NNC(=O)COc2c(C)cccc2C)cc1
→ 1, 3, ., ., 1, ., ., 6, .
CC1CC(=O)C2=C(C1)Nc1ccccc1N(C(=O)COc1ccccc1)C2c1ccco1 (stereo not given)
→ 3, -10, -0.1, 8, -7, -1.4, 3, 7, 0

Remaining list, next part.
Every second line gives: IDE cell inh, CRFBP-R2 block, IMP-1 inhibitor, UBC9 SUMO inh, GalR3 antag, VIM-2 inh, pCIP destab, IDE act, HCV NS3 hel inh
CCCN(Cc1ccccc1)C(=S)Nc1ccc(F)cc1
→ 0, 6, -3.8, 4, -7, -2.1, -12, -1, 4
CCOc1ccccc1NC(=O)Nc1cc(C(=O)O)ccc1C
→ -4, -28, -3.7, 1, 0, -1.1, -2, 1, -3
O=C(NCc1nnc(SCc2ccc(C(F)(F)F)cc2)n1-c1ccccc1)C12CC3CC(CC(C3)C1)C2
→ -6, -12, -5.3, -30, -3, -2.7, -12, 1, 2
O=C(Nc1nc(-c2ccccc2)cs1)C1CCCO1 (stereo not given)
→ 5, 9, 0.7, -11, -3, 1.4, -4, 0, 11
Cc1cc(Nc2ccc3c(c2)OCCO3)n2ncnc2n1
→ -1, 7, -3.0, 1, -7, 4.0, -3, 5, 3
Cc1ccc(S(=O)(=O)N2CCN(C(=S)NCCc3ccccc3)CC2)cc1
→ 1, -19, -3.5, -24, -2, -2.1, -25, 5, -4
Cn1c(SCC(=O)NCc2cccs2)nnc1-c1ccco1
→ 0, 12, -3.4, 16, -8, -3.4, 4, -3, -4
COc1ccc(NC(=O)CN(C)C(=O)c2ccc(-c3ccccc3Cl)o2)cc1
→ -7, 11, ., ., 0, ., ., 0, .
O=C(c1ccc(F)cc1F)N1CCN(c2ncccn2)CC1
→ 0, 1, -2.2, -2, -3, -2.2, 6, -6, 4
OCCSc1nc2ccccc2n1CCOc1ccccc1
→ 3, -10, -1.0, 14, -2, -0.6, -10, 1, 1
COc1cc(C2NC(=O)NC(c3ccccc3)=C2C(C)=O)ccc1OCC(=O)O (stereo not given)
→ 2, 17, -1.8, 2, 6, 0.2, 2, 2, 3
Cn1cnc([N+](=O)[O-])c1SCC(=O)NN
→ -3, 0, -4.9, 7, -2, -4.3, -9, 5, -2
CCOc1ccc(-n2c(=S)sc3c(=O)[nH]c(SCC(=O)C(C)(C)C)nc32)cc1
→ 1, 23, -1.1, 4, -8, -2.3, -4, 3, -7
COc1ccc(CN2CCCC(CO)(Cc3ccc(F)cc3)C2)cc1C (stereo not given)
→ 11, -23, -3.1, -5, -13, -2.2, -3, 2, -5
COc1ccccc1NC(=O)C1CCN(C(=O)c2ccc(C(C)(C)C)cc2)CC1
→ -3, 1, -1.2, 11, -8, -0.9, 11, 3, -15
O=c1nc(-c2ccccc2)n(-c2ccc(Cl)cc2)[nH]1
→ -4, 39, 1.7, 25, -2, -1.4, -2, -2, -2
CC(C)(C)n1nc2c(c1NC(=O)c1cc3ccccc3o1)CSC2
→ -3, 10, -0.8, 11, -1, -1.6, -8, 3, -14
COc1ccc(-c2nc(CN3CCCCC3CCc3ccccn3)c(C)o2)cc1 (stereo not given)
→ 2, -19, -2.9, -3, -6, 1.1, -18, 6, 1
COc1cc(-c2nc3ccc4ccccc4c3c3c2CCC3)ccc1O
→ 11, -45, -1.9, -3, -1, -4.3, -5, -1, 1
CC1=CC(C)=Nc2ccccc2N1
→ 9, 15, -2.7, 10, -11, -3.4, -8, 3, -3
CC(=O)Nc1nc(-c2ccccc2)cc(-c2ccco2)c1C#N
→ -7, 5, ., ., -8, ., ., 3, .
CCCCCCn1c(SCC(=O)OC)nc2c1c(=O)[nH]c(=O)n2C
→ -2, -29, -1.8, -9, ., -1.2, 2, -7, 4
COCCCNC(=S)N(CCCO)Cc1cc2cc3c(cc2[nH]c1=O)OCCO3
→ -8, 0, -1.0, 16, -8, -0.3, -2, 3, 5
O=C(NC1CCCC1)C(c1ccccc1F)N(C(=O)c1csnn1)c1ccccc1 (stereo not given)
→ ., -18, -2.0, 4, -9, -0.3, 8, 4, -4
O=C(CN1CCN(c2ccc(F)cc2)CC1)Nc1cc(C(F)(F)F)ccc1Cl
→ -2, -9, -3.1, -19, -4, -0.2, -4, 0, 1
CCn1cc(C(=O)OCC(=O)NCc2ccc3c(c2)OCO3)c(=O)c2ccc(C)nc21
→ 6, 12, -4.4, 20, -1, -1.2, 1, -5, 2
O=C(O)C1C2C=CC(C3CC23)C1C(=O)N1CCc2ccccc21 (stereo not given)
→ 0, -2, -0.4, 15, -2, 1.0, -10, 8, -7
O=C(Nc1ccccc1N1CCOCC1)c1ccco1
→ -4, 3, -1.2, 11, -4, -1.3, 8, 2, 14
CCN1C(=O)NC(c2cccnc2)C(C(=O)OC)=C1C (stereo not given)
→ -1, 5, -1.7, 22, -8, -1.5, 3, -1, -2
